NALP3 yeast inh – NALP3 inhibition in yeast | Yeast reconstituted NLRP3/ASC/caspase-1, beta-gal luminescence, 24 h | inhibition, % at 10 µM | hit rate 0.39% among 330,000 | AID 2825;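 active = inhibition of 50% or more; inactive = inhibition below 50%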;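 also: plate controls were induced DMSO wells for no effect and uninduced yeast grown without galactose for full effect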
PfGluPho inh – PfG6PD (Plasmodium falciparum) enzyme inhibition; inhibition, % at 20 µM; AID 504690; PfGluPho enzyme, NADPH resazurin-diaphorase fluorescence; hit rate 0.78% among 350,000;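 active = inhibition reaching at least a set limit at 20 µM in the primary screen, cut at about 59% in these data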;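 also: 0% = DMSO wells with substrate and 100% = DMSO wells lacking glucose-6-phosphate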
SENP6 inh – blocks the human protease SENP6 | inhibition, % at 10 µM | hit rate 1.8% among 330,000 | AID 2599 | Q9GZR1 | Recombinant SENP6 catalytic domain, aminoluciferin luminescence;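 active = inhibition above about 50% at the single tested dose, limit read from the data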;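 also: plate controls were DMSO wells with enzyme for no effect and DMSO wells lacking enzyme for full effect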
SENP1 FRET inh – inhibitors of human SENP1 SUMO protease catalytic domain; Q9P0U3; recombinant SENP1 catalytic domain, CyPet-SUMO1-YPet FRET cleavage; inhibition, % at 10 µM; hit rate 0.21% among 360,000; AID 624204;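 active = inhibition at least 30% at 10 µM, raw YFP signal under a set limit, fluorescence ratio 0.5 to 1.5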;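 also: 0% = enzyme with DMSO and 100% = no enzyme wells; some results filed as inactive read as strong as hits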
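Material – human SENP1 catalytic domain · Input – SENP1 enzyme, 20 pM final · Compound dosing – single concentration of 10 µM compound, 0.5% DMSO final · Timing – enzyme reaction for 50 min at room temperature, dark · Measured by – FRET fluorescence in CFP and YFP emission channels · Control set – no-enzyme wells low, DMSO-plus-enzyme wells high control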
Apaf-1 inh – inhibitors of human Apaf-1 apoptosome | O14727 | hit rate 0.71% among 330,000 | inhibition, % at 20 µM | reconstituted apoptosome caspase-3 activity, DEVD-Rh110 fluorescence; active = inhibition of at least 40% at 20 µM;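 also: plate controls were DMSO wells for no effect and DEVD-CHO caspase inhibitor wells for full effect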
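Material: biochemical Apaf-1 apoptosome reconstitution. Medium: Hepes buffer, pH 7.5. Also added: cytochrome c activation, bis-DEVD rhodamine 110 substrate. Timing: 30 min compound preincubation, 50 min activation, room temperature. Measured by: rhodamine 110 fluorescence at Ex 480/Em 540 nm.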
HKDC1 inhibitor – blocks human hexokinase HKDC1 activity; recombinant HKDC1, G6PDH/diaphorase resazurin coupled fluorescence; inhibition, % at 20 µM; hit rate 0.16% among 340,000;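 active = inhibition above about 35% when tested at 20 µM, limit read from the data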;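 also: plate controls were DMSO wells with enzyme for no effect and DMSO wells lacking enzyme for full effect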
Target sequence (Q2TB90 whole entry, looked up): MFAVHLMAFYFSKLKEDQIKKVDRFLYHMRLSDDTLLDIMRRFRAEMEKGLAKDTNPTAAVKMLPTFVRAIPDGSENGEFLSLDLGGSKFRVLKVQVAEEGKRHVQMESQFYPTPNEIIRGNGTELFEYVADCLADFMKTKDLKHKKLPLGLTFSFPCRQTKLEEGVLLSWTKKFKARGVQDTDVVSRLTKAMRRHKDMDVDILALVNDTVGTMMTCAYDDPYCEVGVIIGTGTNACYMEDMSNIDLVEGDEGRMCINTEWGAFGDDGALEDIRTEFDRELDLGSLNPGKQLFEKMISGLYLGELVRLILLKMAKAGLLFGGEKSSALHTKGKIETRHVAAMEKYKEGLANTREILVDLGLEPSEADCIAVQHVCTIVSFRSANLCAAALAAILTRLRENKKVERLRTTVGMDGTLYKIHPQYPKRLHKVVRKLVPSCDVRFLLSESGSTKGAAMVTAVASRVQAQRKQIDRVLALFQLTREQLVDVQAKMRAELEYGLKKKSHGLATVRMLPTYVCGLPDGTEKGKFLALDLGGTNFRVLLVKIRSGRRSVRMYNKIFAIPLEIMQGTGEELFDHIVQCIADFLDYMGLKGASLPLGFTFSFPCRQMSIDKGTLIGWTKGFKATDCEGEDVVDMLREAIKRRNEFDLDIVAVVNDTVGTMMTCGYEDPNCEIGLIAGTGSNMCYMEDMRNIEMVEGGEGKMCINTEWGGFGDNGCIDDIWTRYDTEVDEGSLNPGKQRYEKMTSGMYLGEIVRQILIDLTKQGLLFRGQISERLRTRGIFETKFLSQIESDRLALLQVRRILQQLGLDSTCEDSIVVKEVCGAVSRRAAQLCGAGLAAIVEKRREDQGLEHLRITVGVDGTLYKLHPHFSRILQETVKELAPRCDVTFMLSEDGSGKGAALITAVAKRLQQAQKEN
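System: Recombinant HKDC1 hexokinase | Amount: HKDC1 at 5 µg/mL | Reagent: Glucose with 1 mM ATP | Doses: Single 20 µM dose | Incubation: Reaction time 90 min, room temperature, protected from light | Signal: Coupled resazurin fluorescence, excitation 525 nm, emission 613 nm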
SENP7 inh – inhibitors of human SENP7 protease. Q9BQF6. inhibition, % at 5 µM. recombinant SENP7, Z-RLRGG-aminoluciferin luminescence, 40 min. hit rate 1.5% among 330,000;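 active = inhibition above about 50% at the single test dose, limit read from the data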;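 also: plate controls were DMSO with enzyme for no effect and no enzyme buffer wells for full effect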
SENP8 block-1 – inhibitors of human SENP8 protease | purified SENP8, Z-RLRGG-aminoluciferin cleavage, luminescence | inhibition, % at 10 µM | hit rate 1.2% among 330,000 | AID 2540; in the data active = inhibition above about 50%
SENP8 block-2 – SENP8 (human) protease inhibition. AID 602440. inhibition, % at 20 µM. recombinant SENP8, Nedd8 substrate fluorescence. hit rate 0.64% among 360,000; in the data active = inhibition mostly above about 40%, no sharp cut-off; inactive = mostly below about 27%
Active calls of the source: *; · = not tested or not shown.

A first look (two entries):
entry	SMILES	SENP7 inh	NALP3 yeast inh	SENP1 FRET inh	Apaf-1 inh	HKDC1 inhibitor
1	Cc1cc(C(=O)N/N=C/c2ccco2)n[nH]1	14	13	0	0	12
2	O=C(NC1CCCC1)c1cc2c(ccc3ccccc32)o1	10	14	5	16	0

entry	SENP8 block-2	PfGluPho inh	SENP8 block-1	SENP6 inh
1	-2	-7	-1	-18
2	-166	72*	-5	7

Main list, repeating the preview:
entry	SMILES	SENP7 inh	NALP3 yeast inh	SENP1 FRET inh	Apaf-1 inh	HKDC1 inhibitor
1	Cc1cc(C(=O)N/N=C/c2ccco2)n[nH]1	14	13	0	0	12
2	O=C(NC1CCCC1)c1cc2c(ccc3ccccc32)o1	10	14	5	16	0
3	Cc1ccc(C)c(S(=O)(=O)N/N=C/c2ccc(F)cc2)c1	9	14	0	1	1
4	O=C(O)/C(=C\c1ccc(-c2ccc(F)cc2)o1)c1ccccc1	·	·	-13	·	10
5	CCOC(=O)CSc1nnc(CNC(=O)c2ccc(OC)cc2)n1-c1ccc(OC)cc1	-4	18	1	6	1
6	COc1ccc(OC)c(NC(=O)NNC(=O)COc2ccc(F)cc2F)c1	3	7	4	8	-3
7	CCOc1ccc(S(=O)(=O)N/N=C(\C)C2CCCCC2)cc1	-2	4	3	14	-11
8	O=c1c2ccccc2nc(/C=C/c2cccc([N+](=O)[O-])c2)n1CCO	9	-5	0	14	-2

entry	SENP8 block-2	PfGluPho inh	SENP8 block-1	SENP6 inh
1	-2	-7	-1	-18
2	-166	72*	-5	7
3	12	1	1	1
4	-429	18	·	·
5	24	-3	-9	-11
6	10	-11	1	0
7	22	9	5	5
8	13	7	-3	0

New compounds follow
entry	SMILES	SENP7 inh	NALP3 yeast inh	SENP1 FRET inh	Apaf-1 inh	HKDC1 inhibitor
9	COc1ccc(NC(=O)CCS(=O)(=O)c2ccc3c(c2)CCCN3C(C)=O)cc1Cl	-9	11	0	9	-2
10	Cc1ccc(-c2csc3ncnc(OCC(=O)NC(=O)NCc4ccco4)c23)cc1	6	11	-5	2	13
11	O=C(CSc1ccccn1)Nc1ccc(Cl)c([N+](=O)[O-])c1	-6	20	-1	16	-2
12	O=C(CNC(=O)c1ccccc1F)NC1CC1	6	7	0	-5	-10
13	Cc1cc(C)cc(-n2c(C)cc(/C=N/NC(=O)c3cccc([N+](=O)[O-])c3C)c2C)c1	-1	8	3	25	9
14	Cc1sc(-n2c(C)cc(/C=C3\SC(=S)NC3=O)c2C)c(C#N)c1C	0	15	-57	0	30
15	Cc1cccc(NC(=S)NCCO)c1C	9	20	-2	8	-7
16	CCOc1cc(/C=C(\C#N)c2nc(-c3cccs3)c(NC(C)=O)s2)ccc1O	·	·	-26	·	-11

entry	SENP8 block-2	PfGluPho inh	SENP8 block-1	SENP6 inh
9	-1	-5	-10	-2
10	-6	13	3	-2
11	18	-3	-9	-6
12	5	-2	-1	7
13	13	28	-8	-10
14	9	2	13	-2
15	13	0	-1	13
16	-28	23	·	·

Next section.
entry	SMILES	SENP7 inh	NALP3 yeast inh	SENP1 FRET inh	Apaf-1 inh	HKDC1 inhibitor
17	COc1ccc(OCc2cc(C(=O)NC(C)Cn3cncn3)no2)c(Cl)c1 (stereo not drawn)	-4	0	2	0	-1
18	O=C(CSc1nnc(-c2ccc(F)cc2)o1)Nc1ccc(S(=O)(=O)N2CCCC2)cc1	0	20	1	2	-3
19	COc1ccc(CNC(=O)C2CCCN(c3nn4c(=O)cc(C)nc4s3)C2)cc1 (stereo not drawn)	3	9	0	-3	-6
20	O=C(COc1ccccc1)N1CCN(C(=O)COc2ccccc2)CC1	-10	4	3	-5	-1
21	CC(=O)N[C@H]1[C@H]([C@H](O)[C@H](O)CO)OC(C(=O)O)=C[C@@H]1O	-14	4	-3	-4	-10
22	CCc1nn2c(=O)c(S(=O)(=O)Nc3ccccc3)c(C)nc2s1	10	20	-3	-1	-6
23	O=C(Cc1ccc(-c2ccccc2)cc1)NCc1ccccc1	-15	10	1	9	9
24	COC(CN(C)C(=O)C1CCC(CNS(=O)(=O)c2ccccc2)CC1)OC (stereo not drawn)	-1	3	2	0	-1

entry	SENP8 block-2	PfGluPho inh	SENP8 block-1	SENP6 inh
17	9	-7	-2	-2
18	15	-7	-5	2
19	21	6	10	3
20	7	10	3	-19
21	0	-15	5	-5
22	3	7	7	2
23	-36	-14	-12	-17
24	8	-5	-4	6

(listing goes on)
entry	SMILES	SENP7 inh	NALP3 yeast inh	SENP1 FRET inh	Apaf-1 inh	HKDC1 inhibitor
25	Cc1cc(C)c2nc(/N=C(\N)NC(=O)c3ccccc3)nc(C)c2c1	5	7	-2	13	7
26	C=CCNc1nc(C(=O)OCC(=O)N(Cc2ccccc2)C(C)C)cs1	4	11	-1	6	3
27	O=C(/C=C/c1ccccc1Cl)NNC(=O)c1ccncc1	5	17	1	1	5
28	CC1(C)CC(=O)C/C(=N/NC(=O)C2CCN(S(=O)(=O)c3cccs3)CC2)C1	1	-2	-2	-11	-6
29	CS(=O)(=O)N(CC(=O)N1CCc2ccccc2C1)c1cccc([N+](=O)[O-])c1	-6	16	1	1	-9
30	O=C(c1ccc(OC2CCN(CCc3ccccc3)CC2)cc1)N1CCCC(CCCO)C1 (stereo not drawn)	-5	18	-1	5	-6
31	Cc1cccc(-n2ncc3c(N)ncnc32)c1	7	9	4	-3	-2
32	Cc1cc(C)c(S(=O)(=O)N2CCN(c3ccccc3)CC2)c(C)c1	2	24	2	7	6

entry	SENP8 block-2	PfGluPho inh	SENP8 block-1	SENP6 inh
25	-366	-5	-2	3
26	0	0	6	0
27	22	7	-11	-9
28	4	0	-9	-8
29	13	0	-9	-30
30	3	3	8	9
31	-8	-10	2	-14
32	11	17	-1	-2

The list goes on.
entry	SMILES	SENP7 inh	NALP3 yeast inh	SENP1 FRET inh	Apaf-1 inh	HKDC1 inhibitor
33	Cc1cc(C)c(C)c(S(=O)(=O)N2CCN(Cc3nc4ccccc4[nH]3)CC2)c1C	2	9	-16	6	-5
34	COC(=O)COc1cccc(NC(=O)c2cccc(C)c2)c1	5	9	-1	-8	-2
35	Cc1cc(F)c(F)cc1C(=O)N1CCCC1	-6	-7	3	1	-11
36	COc1ccc(-c2cc(C(=O)N3CCN(C(=O)c4ccco4)CC3)[nH]n2)cc1	-17	-2	1	11	-3
37	Cc1ccnc(NC(=O)CCCOc2ccc(Cl)cc2C)c1	-7	27	·	20	·
38	N#Cc1ccc(-c2cccnc2)nc1SCc1ccc(Cl)c(Cl)c1	·	·	-2	·	-4
39	CCN(CC)CCNC(=S)N1CCn2c(nc3ccccc32)C1	1	-5	0	-13	-11
40	Cc1cccc(C)c1NC(=O)N1CCC(n2c(=O)[nH]c3ccccc32)CC1	-4	10	2	-5	-6

entry	SENP8 block-2	PfGluPho inh	SENP8 block-1	SENP6 inh
33	5	-18	0	-10
34	18	12	2	6
35	7	-7	-8	-6
36	-1	-2	0	-25
37	·	·	4	-5
38	-376	4	·	·
39	6	5	-1	-6
40	24	1	5	-2

Further entries follow:
entry	SMILES	SENP7 inh	NALP3 yeast inh	SENP1 FRET inh	Apaf-1 inh	HKDC1 inhibitor
41	O=C(NCc1ccc2c(c1)OCO2)c1cccnc1	-7	5	2	5	-4
42	NC(=O)c1ccc(NC(=O)c2ccc(COc3ccccc3Br)cc2)cc1	8	11	1	0	-5
43	COc1ccc(C(=O)C[n+]2cn(C(F)F)c3ccccc32)c(F)c1	4	-16	0	8	7
44	Cc1ccccc1N1C(=O)[C@@H]2Cc3ccccc3CN2C1=O	-1	27	0	6	-8
45	Cc1ccc(CNC(=O)C2CCCN(Cc3cnn(-c4ccccc4)c3-n3cccc3)C2)cc1 (stereo not drawn)	2	9	-4	6	3
46	CCc1ccc2nc(SCC(=O)NCC3CCCO3)c(C#N)cc2c1 (stereo not drawn)	5	25	1	-2	-9
47	C/C(=N\NC(=O)C(C)Nc1cccc(Cl)c1)c1ccc([N+](=O)[O-])cc1 (stereo not drawn)	1	0	0	12	9
48	O=C(Oc1ccc2cc(Br)ccc2c1)c1cccnc1	1	-8	1	-1	8

entry	SENP8 block-2	PfGluPho inh	SENP8 block-1	SENP6 inh
41	14	24	-6	10
42	-3	-17	-7	-20
43	14	8	8	15
44	3	1	5	-6
45	6	-12	4	7
46	-13	0	4	7
47	14	-6	-3	10
48	11	12	-4	-48

Further compounds
entry	SMILES	SENP7 inh	NALP3 yeast inh	SENP1 FRET inh	Apaf-1 inh	HKDC1 inhibitor
49	Cc1ccc(O)c(C(=O)c2cnn(C(=O)COc3ccccc3C#N)c2)c1	9	2	·	-1	·
50	O=C(O)c1ccc(-c2ccc(/C=c3/sc4nc5ccccc5n4c3=O)o2)cc1Cl	-5	7	-25	17	45*
51	COc1cccc(CNc2ncc(Br)cc2Br)c1O	-8	41	-3	7	-8
52	CCC(C)N1C(=O)CCC1C(=O)NCc1ccc2c(c1)OCO2 (stereo not drawn)	-14	10	1	3	-6
53	CSCCC(NC(=O)c1cc(C)oc1C)C(=O)O (stereo not drawn)	6	9	-8	-5	2
54	Fc1ccc(NC(=S)Nc2ccccc2OC(F)F)cc1Cl	-6	-2	-1	18	0
55	CN(c1ccccc1C(=O)NC1CCCCC1)S(=O)(=O)c1ccccc1	5	23	1	-5	-6

entry	SENP8 block-2	PfGluPho inh	SENP8 block-1	SENP6 inh
49	·	·	-4	-9
50	-28	30	-12	-10
51	40*	-21	-6	-14
52	2	9	-20	-18
53	14	8	-1	-1
54	10	8	-13	-6
55	7	-3	-3	0

Given field by field: part of the list above.
(44) Cc1ccccc1N1C(=O)[C@@H]2Cc3ccccc3CN2C1=O
  SENP7 inh = -1
  NALP3 yeast inh = 27
  SENP1 FRET inh = 0
  Apaf-1 inh = 6
  HKDC1 inhibitor = -8
  SENP8 block-2 = 3
  PfGluPho inh = 1
  SENP8 block-1 = 5
  SENP6 inh = -6

(45) Cc1ccc(CNC(=O)C2CCCN(Cc3cnn(-c4ccccc4)c3-n3cccc3)C2)cc1 (stereo not drawn)
  SENP7 inh = 2
  NALP3 yeast inh = 9
  SENP1 FRET inh = -4
  Apaf-1 inh = 6
  HKDC1 inhibitor = 3
  SENP8 block-2 = 6
  PfGluPho inh = -12
  SENP8 block-1 = 4
  SENP6 inh = 7

(46) CCc1ccc2nc(SCC(=O)NCC3CCCO3)c(C#N)cc2c1 (stereo not drawn)
  SENP7 inh = 5
  NALP3 yeast inh = 25
  SENP1 FRET inh = 1
  Apaf-1 inh = -2
  HKDC1 inhibitor = -9
  SENP8 block-2 = -13
  PfGluPho inh = 0
  SENP8 block-1 = 4
  SENP6 inh = 7

(47) C/C(=N\NC(=O)C(C)Nc1cccc(Cl)c1)c1ccc([N+](=O)[O-])cc1 (stereo not drawn)
  SENP7 inh = 1
  NALP3 yeast inh = 0
  SENP1 FRET inh = 0
  Apaf-1 inh = 12
  HKDC1 inhibitor = 9
  SENP8 block-2 = 14
  PfGluPho inh = -6
  SENP8 block-1 = -3
  SENP6 inh = 10

No enrichment for hits. Share with any hit: about 4.1%.
